Compound activity deposited in PubChem by National Center for Advancing Translational Sciences (NCATS).
ALOX12 inh: blocks human arachidonate 12S-lipoxygenase. actives 1.1% (n = 580,000). AID 1671190. purified 12hLO, xylenol orange hydroperoxide absorbance. Potency, µM (series often up to 108 µM), without a hit: at the highest dose activity change, negative = inhibition, usual class: inhibitors. P18054; note: potency is the fitted concentration of half-maximal effect; % is set by controls: 0 for no effect and ±100 for the full control effect
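Purified human 12hLO (150 nM final) in 25 mM Hepes, 0.01% Triton X-100, pH 7.0 was preincubated 15 min at room temperature with compound. Then 40 uM arachidonic acid was added, 30 min. Hydroperoxide was read by Fe-XO absorbance ratio 573/405 nm.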
GLS inhibitor: blocks human kidney-isoform glutaminase activity; GLS enzymatic activity, qHTS titration; Potency, µM (series often up to 45.5 µM), inactives show at the top dose activity change, negative = inhibition, most hits filed as inhibitors; actives 0.21% (n = 410,000); note: potency is the fitted concentration of half-maximal effect; % is set by controls: 0 for no effect and ±100 for the full control effect
Target sequence (O94925 whole entry, looked up, canonical isoform): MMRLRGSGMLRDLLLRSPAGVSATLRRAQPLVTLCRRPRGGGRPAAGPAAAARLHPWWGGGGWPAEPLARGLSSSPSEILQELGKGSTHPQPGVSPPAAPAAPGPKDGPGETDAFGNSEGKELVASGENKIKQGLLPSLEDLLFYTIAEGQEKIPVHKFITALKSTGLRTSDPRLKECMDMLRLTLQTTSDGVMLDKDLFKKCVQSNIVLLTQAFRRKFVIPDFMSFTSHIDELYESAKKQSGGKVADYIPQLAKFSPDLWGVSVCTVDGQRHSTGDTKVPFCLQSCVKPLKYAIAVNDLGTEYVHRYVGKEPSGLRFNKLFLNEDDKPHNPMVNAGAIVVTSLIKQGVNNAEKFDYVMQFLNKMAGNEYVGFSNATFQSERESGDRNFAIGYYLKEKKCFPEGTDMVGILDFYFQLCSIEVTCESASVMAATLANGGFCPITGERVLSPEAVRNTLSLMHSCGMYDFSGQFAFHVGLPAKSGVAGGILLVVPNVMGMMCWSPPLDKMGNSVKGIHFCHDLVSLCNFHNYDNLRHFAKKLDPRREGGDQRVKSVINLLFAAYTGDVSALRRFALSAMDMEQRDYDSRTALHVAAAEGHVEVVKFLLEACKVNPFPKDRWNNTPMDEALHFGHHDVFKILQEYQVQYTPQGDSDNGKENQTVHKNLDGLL
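hKGA in 45 mM KH2PO4 pH 8.2, 0.02% Tween-20 with pin-transferred compounds; 1 mM L-glutamine (stock) plus glutamate oxidase/HRP/Amplex Red coupling added. Fluorescence read initially and after 30 min at RT.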
JMJD2A Tudor inh: inhibitors of human JMJD2A Tudor domain. O75164. AlphaScreen JMJD2A-Tudor / H3K4me3 peptide binding. Potency, µM (titrated, usually from 114 µM), for the others: at the highest dose activity change, negative = inhibition, hits mostly inhibitors. actives 4.4% (n = 390,000); note: potency is the fitted concentration of half-maximal effect; % is set by controls: 0 for no effect and ±100 for the full control effect; nearly all actives have a fitted effect of over 50% in size
RGS4 inh: blocks human RGS4-accelerated GTP hydrolysis | P49798 | Transcreener GDP fluorescence polarization, RGS4-accelerated GTP hydrolysis | Potency, µM (titrated, usually from 114 µM), for inactives: at the top dose activity change, negative = inhibition, most hits filed as inhibitors | actives 0.039% (n = 390,000) | AID 504845; note: potency is the fitted concentration of half-maximal effect; % is set by controls: 0 for no effect and ±100 for the full control effect; nearly all actives have a fitted effect of over 75% in size; some results filed as inactive show a strong effect at the top dose
Target sequence (P49798 whole entry, looked up): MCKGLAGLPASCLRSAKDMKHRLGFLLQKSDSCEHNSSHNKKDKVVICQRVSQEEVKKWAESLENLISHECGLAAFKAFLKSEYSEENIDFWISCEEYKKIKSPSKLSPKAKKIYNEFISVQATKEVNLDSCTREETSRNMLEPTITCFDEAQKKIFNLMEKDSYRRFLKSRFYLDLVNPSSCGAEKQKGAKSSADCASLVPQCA
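MLSMR compounds (23 nl, pin-transferred) preincubated 10 min at room temperature with a 500nM (2x) first reagent, then RGS4 at 900nM (2x) plus Transcreener GDP mix added; fluorescence polarization (620/688 nm) read before and after 90 min at 30 °C.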
PI4K2A block: blocks human PI4K2A kinase activity | AID 1346378 | actives 0.13% (n = 420,000) | purified PI4K2A, ADP-Glo luminescence, 1 h; active compounds read low | activity change, negative = inhibition, % at 76.9 µM | Q9BTU6; in the data active = activity change below about -50%; inconclusive = mostly about -30% to -49%;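 note: -100% = wells without enzyme as full effect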
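PI4K2A activity was measured by ADP-Glo luminescence: enzyme (4 ug/mL stock) and phosphatidylinositol (1.2 mM stock) in Tris pH 7.5/MgCl2/EGTA/Triton X-100 buffer were reacted with ATP (300 microM stock) for one hour at ambient temperature.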
HP1b chromo inh: inhibitors of HP1-beta chromodomain binding to methylated histone tails. Potency, µM (series often up to 114 µM), inactives show at the top dose activity change, negative = inhibition, most hits filed as inhibitors. P83916. AlphaScreen HP1-beta / biotin-H3K9me3 peptide binding. actives 0.56% (n = 390,000); note: potency is the fitted concentration of half-maximal effect; nearly all actives have a fitted effect of over 70% in size; inactives centre near 23
Target sequence (P83916 whole entry, looked up): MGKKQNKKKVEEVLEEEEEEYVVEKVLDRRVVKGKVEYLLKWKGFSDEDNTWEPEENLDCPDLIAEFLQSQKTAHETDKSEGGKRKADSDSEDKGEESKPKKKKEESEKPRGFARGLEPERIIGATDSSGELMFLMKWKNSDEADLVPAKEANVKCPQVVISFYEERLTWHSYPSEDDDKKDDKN
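Compound inhibition of the preformed complex between 50 nM HP1-beta and 50 nM biotinylated H3K9me3 peptide was read by AlphaScreen. Buffer was PBS pH 7.4 with 0.01% Tween-20. Incubations ran 30 min at room temperature, with 10 ug/mL donor/acceptor beads.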
G9a block: inhibitors of human histone lysine methyltransferase G9a; Q96KQ7; G9a H3K9 monomethylation, AlphaScreen, 2 h; Potency, µM (top dose mostly 102 µM), for inactives: at the highest dose activity, negative = inhibition, usual class: inhibitors; actives 8.8% (n = 350,000); AID 504332; note: potency is the fitted concentration of half-maximal effect; % is set by controls: 0 for no effect and ±100 for the full control effect; nearly all actives have a fitted effect of over 75% in size
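Enzyme 20 nM + cpd, 15 min RT; add b-H3K9 pep 500 nM / SAM 20 uM; 2 h RT; anti-H3K9me1 Ab 0.5 ug/mL + SA donor / anti-rabbit acceptor beads 20 ug/mL each, 10 min; AlphaScreen read.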
BAZ2B block: inhibitors of human BAZ2B bromodomain | AID 504333 | actives 4.4% (n = 360,000) | Potency, µM (doses to about 114 µM), inactives show top-dose activity change, negative = inhibition, most hits filed as inhibitors | Q9UIF8 | AlphaScreen BAZ2B-H3K14Ac peptide displacement; note: potency is the fitted concentration of half-maximal effect; % is set by controls: 0 for no effect and ±100 for the full control effect; nearly all actives have a fitted effect of over 60% in size
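AlphaScreen displacement: compounds (up to 110uM) incubated 30 min at room temperature with a preformed 50 nM BAZ2B/50 nM biotinylated H3K14Ac peptide complex in PBS pH 7.4 with Tween-20. Donor and acceptor beads at 10 ug/mL final added, 20 min light-protected before reading.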
ERG-DNA inh: blocks human ERG Ets domain binding to DNA. P11308. fluorescence polarization, His-ERG Ets domain / labelled DNA. Potency, µM (titrated, usually from 76.9 µM), for the others: top-dose FP activity, negative = inhibition, usual class: inhibitors. actives 0.028% (n = 370,000). AID 624246; active = well fitted inhibition curve with a large enough effect in the polarisation, with a control signal flat; inconclusive = small, poorly fitted or top-dose-only effect, or effect the other way, or a change in a side signal; inactive = no such curve, though single readings can be large or run the other way; the % refers to the polarisation;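 note: polarization taken with two DNA probes labelled with fluorescein and Texas red; potency is the fitted concentration of half-maximal effect; % of control where 0% means no effect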
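His-tagged ERG Ets domain (1 uM in the protein solution; 300mM KCl, 50mM Tris-HCl, 1mM EDTA, 1mM DTT, pH 7.5) received compound, then a probe mix of 5 nM fluorescein-DNA and 100nM Texas-615-DNA. Fluorescence polarization was read for both dyes.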
Numbers without * were called inactive; i = inactive; ? = inconclusive; / = not tested or not shown; & = joins results of further samples; [ ] = another dose, or the depositor's remark. Unless noted, calls come from the whole dose curve; as a rule, active = well fitted curve in the direction sought with a large enough effect; inconclusive = small, poorly fitted or top-dose-only effect, or another doubt; inactive = no such curve, though single readings can be large; an effect the other way counts as inactive or inconclusive. Not all compounds are listed; the hit share may differ from the screen's.

SMILES	ALOX12 inh	GLS inhibitor	JMJD2A Tudor inh	RGS4 inh	PI4K2A block	HP1b chromo inh	G9a block	BAZ2B block	ERG-DNA inh
COC(=O)c1ccc(C)c(NC(=O)CSc2nc3[nH]c(=O)cc(O)c3s2)c1	14%	0%	-2%	-29%	-2	39%[activator]	-6%[12.7 µM]	-2%	-2%
CC(C)(C)NC(=O)C(c1ccncc1)N(C(=O)CNC(=O)c1ccco1)c1ccc(F)cc1 (stereo unspecified)	7%	1%	12%	-5%	-21	38%	6%	-17%	7%
Cc1ccc(S(=O)(=O)N2C(=O)CCC2C(=O)Nn2cnnc2)cc1 (stereo unspecified)	5%	-2%	-22%	-9%	3	27%	?	?	6%
COc1cccc(N(C(=O)Cn2nnc(-c3ccc(F)cc3)n2)C(C(=O)NCC2CCCO2)c2ccc(Cl)cc2)c1 (stereo unspecified)	5%	-5%	-14%	11%	1	13%	/	-15%	-1%
CC(C)Cn1c(CCC(N)=O)nnc1SC(C)C(=O)Nc1ccc2c(c1)OCO2 (stereo unspecified)	-5%	-5%	-14%	-1%	5	23%	3%[12.7 µM]	8%	0%
CC1CC(C)CN(C(=O)COC(=O)c2ccc3c(c2)C(=O)N(Cc2ccco2)C3=O)C1 (stereo unspecified)	-3%	-3%	-23%	-3%	-1	18%	-5%[12.7 µM]	-31%	-4%
O=C1CSCN1c1ccc(Cl)cc1	6%	-4%	-13%	-14%	-3	36%[activator]	-7%[59 µM]	5%	0%
Cc1ccc(NC(=O)Cn2cc3c(n2)CCCC3)cc1Cl	-9%	-11%	-13%	9%	-1	31%	9%[59 µM]	3%	4%
COc1cccc(CN2CCC(Oc3ccc(C(=O)NCc4ccccn4)cc3)CC2)c1	-19%	-2%	-22%	-32%	8	36%	13%	-6%	-7%
CCc1ccc(CNC(=O)c2cc3c(=O)n(Cc4cccs4)ccc3nc2C)cc1	-25%	-8%	-7%	-24%	-3	40%[activator]	17%[59 µM]	-4%	-6%
C/C(=N\NC(=O)c1ccc([N+](=O)[O-])cc1Cl)c1ccccc1	-1%	-2%	-24%	9%	2	15%	-6%[0.501 µM]	-11%	0%
CC(C)(C)c1ccc(S(=O)(=O)NNC(=O)C2CCN(Cc3cccc(F)c3)CC2)cc1	2%	4%	-16%	28%	-7	23%	29%	?	0%

Continued, overlapping the part above by two compounds.
SMILES	ALOX12 inh	GLS inhibitor	JMJD2A Tudor inh	RGS4 inh	PI4K2A block	HP1b chromo inh	G9a block	BAZ2B block	ERG-DNA inh
C/C(=N\NC(=O)c1ccc([N+](=O)[O-])cc1Cl)c1ccccc1	-1%	-2%	-24%	9%	2	15%	-6%[0.501 µM]	-11%	0%
CC(C)(C)c1ccc(S(=O)(=O)NNC(=O)C2CCN(Cc3cccc(F)c3)CC2)cc1	2%	4%	-16%	28%	-7	23%	29%	?	0%
CCOC(=O)/C(C#N)=C/c1cccc(F)c1	-8%	0%	-11%	-34%	6	31%[activator]	25%[59 µM]	-4%	0%
CCn1c2c(c(=N)c3c1CCC3)CCC2	-1%	0%	-10%	10%	-3	26%	-49%	-2%	-2%
NS(=O)(=O)c1ccc(CCNC(=O)C(=O)c2cn(CC(=O)N3CCOCC3)c3ccccc23)cc1	96%[activator]	3%	-5%	-5%	1	53%[activator]	/	2%	1%
O=C(NNC1=Nc2cc([N+](=O)[O-])ccc2OC1)c1ccccc1Cl	7%	-4%	-23%	6%[56.9 µM]	1	51%[activator]	19%	3%	13%
CCc1ccc(NC(=O)c2ccc(F)c(S(=O)(=O)N3CCC(C)CC3)c2)cc1	-18%	4%	-8%	25%	6	31%[activator]	4%[59 µM]	-4%	0%
CN(C)CCOC(=O)COc1ccc(Cl)cc1	-11%	16%	-6%	5%[56.9 µM]	-1&-1&0	22%	-1%[59 µM]	9%	-8%
CCOC(=O)/C(C)=N/NC(=O)c1cccc([N+](=O)[O-])c1	1%	7%	3%	2%	-4	20%	3%	-9%	-5%
O=C(CCC(=O)N1CCOc2ccccc21)NCc1cccnc1	10%	2%	-11%	-9%	1	41%[activator]	/	-2%	0%
C/C(=N/NC(=O)CCC(=O)Nc1ccc(Br)cc1)c1ccc(Br)cc1	19%	-13%	11%	6%	4	21%	-16%	2%	6%
CCN(CC)c1ccc(CNC(=O)C/C(C)=N/NC(=O)COc2ccc(C)cc2Br)cc1	-4%	11%	?	-11%	-4	?	?	45µM*	2%
Cc1occc1C(=O)NNC(=S)NCC(C)C	19%	-1%	3%	35%	-1	21%	29%[59 µM]	7%	-5%
Nc1ccc(C#Cc2ccc3c(=O)c4ccccc4oc3c2)cc1	2%	0%	-9%	-15%	3	51%[activator]	/	-5%	-3%

Another view of ten compounds above:
Structure,ALOX12 inh,GLS inhibitor,JMJD2A Tudor inh,RGS4 inh,PI4K2A block,HP1b chromo inh,G9a block,BAZ2B block,ERG-DNA inh
CC(C)(C)c1ccc(S(=O)(=O)NNC(=O)C2CCN(Cc3cccc(F)c3)CC2)cc1,2%,4%,-16%,28%,-7,23%,29%,?,0%
CCOC(=O)/C(C#N)=C/c1cccc(F)c1,-8%,0%,-11%,-34%,6,31%[activator],25%[59 µM],-4%,0%
CCn1c2c(c(=N)c3c1CCC3)CCC2,-1%,0%,-10%,10%,-3,26%,-49%,-2%,-2%
NS(=O)(=O)c1ccc(CCNC(=O)C(=O)c2cn(CC(=O)N3CCOCC3)c3ccccc23)cc1,96%[activator],3%,-5%,-5%,1,53%[activator],/,2%,1%
O=C(NNC1=Nc2cc([N+](=O)[O-])ccc2OC1)c1ccccc1Cl,7%,-4%,-23%,6%[56.9 µM],1,51%[activator],19%,3%,13%
CCc1ccc(NC(=O)c2ccc(F)c(S(=O)(=O)N3CCC(C)CC3)c2)cc1,-18%,4%,-8%,25%,6,31%[activator],4%[59 µM],-4%,0%
CN(C)CCOC(=O)COc1ccc(Cl)cc1,-11%,16%,-6%,5%[56.9 µM],-1&-1&0,22%,-1%[59 µM],9%,-8%
CCOC(=O)/C(C)=N/NC(=O)c1cccc([N+](=O)[O-])c1,1%,7%,3%,2%,-4,20%,3%,-9%,-5%
O=C(CCC(=O)N1CCOc2ccccc21)NCc1cccnc1,10%,2%,-11%,-9%,1,41%[activator],/,-2%,0%
C/C(=N/NC(=O)CCC(=O)Nc1ccc(Br)cc1)c1ccc(Br)cc1,19%,-13%,11%,6%,4,21%,-16%,2%,6%

(further entries)
SMILES	ALOX12 inh	GLS inhibitor	JMJD2A Tudor inh	RGS4 inh	PI4K2A block	HP1b chromo inh	G9a block	BAZ2B block	ERG-DNA inh
COc1ccc(OCCOc2ccc(/C=C3\C(=N)N4N=C(C)SC4=NC3=O)cc2)cc1	i	-18%	?	-17%	0	16%	6%[12.7 µM]	?	11%
O=C(NNC(=O)C1CCCN(c2ncccn2)C1)c1ccncc1 (stereo unspecified)	-9%	11%	-4%	-25%	2	52%[activator]	-3%[12.7 µM]	-9%	2%
CCCCOC(=O)N1CCOCCOCCN(C(=O)OCCCC)CCOCCOCC1	27%	1%	-13%	-29%	-1	69%[activator]	3%	4%	2%
COc1ccccc1/C=C/C(=O)NCc1ccccn1	11%	-3%	-10%	3%	3	38%[activator]	/	3%	-24%
O=C(NC1CC1)C1CC(=O)N(C2CCCCC2)C1 (stereo unspecified)	9%[57.4 µM]	5%	-6%	11%	-6	13%	0%	4%	-2%
Cc1ccccc1N=CC=C1OC(C)(C)C(C)(C)O1	-12%	1%	-13%	-11%	-7	22%	40µM*	1%	-6%
Cc1cc(=O)oc2cc(O[C@@H]3O[C@H](CO)[C@@H](O)[C@H](O)[C@H]3O)ccc12	0%	-11%	-2%	-19%	-4	32%	19%	1%	2%
Cc1ccc(S(=O)(=O)/N=C(\N)Nc2nc(C)c3cc(C)c(C)cc3n2)cc1	-5%	-9%	-6%	-13%	5	36%[activator]	-29%	11%	-2%
Cc1cnc(NC(=O)CCNC(=O)c2ccccc2Cl)s1	-22%	5%	5%	-32%	-1	40%[activator]	-5%	9%	5%
CCOC(=O)C1(CC2CCCCO2)CCN(C(=O)Nc2ccccc2SC)CC1 (stereo unspecified)	23%	0%	-11%	6%	-1	30%	13%	4%	3%
OCC1(O)OC[C@@H](O)[C@H]1O (stereo partly specified)	-2%	12%	-7%	14%	4	49%[activator]	31%[59 µM]	-30%	-6%
CC1CN(C(=O)Nc2ccc(F)cc2)C2(CCCCCC2)O1 (stereo unspecified)	22%	-6%	-10%	-31%	-1	65%[activator]	3%	1%	6%
CCCCOC(=O)CSc1nc2c(cc1C#N)C(=O)CC(C)(C)C2	17%	-1%	41%[activator]	7%	-2	85%[activator]	-6%[59 µM]	51%[activator]	-3%
COc1ccccc1CCN=C(N)NS(=O)(=O)c1ccc(C)c(C)c1	/	-6%	-19%	7%	11	17%	/	-3%	1%
O=C(Nc1ccc(C(=O)N2CCCC2)cc1)c1ccccc1[N+](=O)[O-]	0%	-3%	-2%	-18%	3	32%	-33%	-15%	-11%
